# Bioassay records from PubChem.
# PG9 Ab binder – small molecules binding HIV-1 gp120 antibody PG9. TR-FRET gp120-PG9 antibody binding. inhibition, % at 6.7 µM. actives 0.43% (n = 360,000); in the data active = inhibition above about 8.5%
# ABHD4 inh – inhibits mouse alpha/beta hydrolase domain 4 | Q8VD66 | actives 0.54% (n = 370,000) | purified mABHD4, FP-Rh probe fluorescence polarization | inhibition, % at 8.92 µM;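 active = inhibition exceeding the mean over every tested compound plus 3 SD, cut at about 30% in these data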;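 note: 0% = plate median of compound wells and 100% = S159A mutant with DMSO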
# Target sequence (Q8VD66 whole entry, looked up, the tested form may be a part): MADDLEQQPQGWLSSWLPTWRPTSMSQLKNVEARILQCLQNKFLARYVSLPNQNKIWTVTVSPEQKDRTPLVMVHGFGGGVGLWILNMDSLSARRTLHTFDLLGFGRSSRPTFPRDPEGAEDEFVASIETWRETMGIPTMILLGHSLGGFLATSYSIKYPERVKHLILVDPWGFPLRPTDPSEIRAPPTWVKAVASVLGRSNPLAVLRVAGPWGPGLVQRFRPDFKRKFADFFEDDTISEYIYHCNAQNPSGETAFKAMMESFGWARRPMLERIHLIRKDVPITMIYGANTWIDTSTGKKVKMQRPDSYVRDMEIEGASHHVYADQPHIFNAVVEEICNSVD
#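 Assay system: Wild-type mouse ABHD4 protein | Medium: HEPES pH 7.0 buffer, 150 mM NaCl, 0.01% Pluronic F-127 | Incubation: Enzyme–compound pre-incubation 45 min, then probe 60 min, both 25 °C | Technique: Fluorescence polarization with parallel and perpendicular emission, 525/598 nm | Evaluation: % inhibition of FP-Rh probe binding versus controls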
# TDP2 absorb – blocks human TDP2 phosphodiesterase activity; O95551; recombinant TDP2, T5PNP hydrolysis, p-nitrophenol absorbance 415 nm; inhibition, % at 12.8 µM; actives 0.34% (n = 370,000);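 active = inhibition above the mean of all tested compounds plus 3 SD, set per campaign, cut at about 25% in these data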;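 note: 0% = DMSO with enzyme and 100% = buffer with substrate but no TDP2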
#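 Test system: Human TDP2 enzyme | Reagent: 5 mM T5PNP | Compound dosing: 12.8 µM single point, 1% DMSO | Incubation: Enzyme reaction with compound for 2 h at 37 °C | Technique: p-Nitrophenol epi absorbance | Read-out: % inhibition relative to enzyme-containing and enzyme-free wells | Benchmarks: High control without enzyme, low control DMSO plus TDP2 | Replicates: Singlicate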
# Rev-erbA mod – Rev-erb alpha (human) modulation; P20393; Rev-erbα–FITC-DNA binding, fluorescence polarization, 90 min; activity, % at 10 µM; actives 0.79% (n = 370,000);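 active = activity above about 14%, limit read from the data; passing the limit was not always enough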;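 note: 0% = DMSO wells with 35 nM protein and 100% = DMSO wells with 750 nM protein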
# HTRA1 inhibitor – HTRA1 (human) protease inhibition; Q92743; recombinant HTRA1, FP-rhodamine activity-based probe, fluorescence polarization; inhibition, % at 5.96 µM; actives 0.5% (n = 340,000); in the data active = inhibition above about 36%;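 note: 0% = enzyme with DMSO and 100% = wells lacking enzyme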
# SIAE inh – inhibitors of human sialic acid acetylesterase SIAE; Q9HAT2; SIAE FP-Rh probe binding, fluorescence polarization; inhibition, % at 9.66 µM; actives 0.69% (n = 370,000);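 active = inhibition above a cutoff: mean of compounds within the control limits plus 3 SD of those, cut at about 17% in these data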;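 note: 0% = plate median of compound wells and 100% = probe without SIAE protein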
# LEDGF integ inh – blocks HIV-1 LEDGF/p75-dependent DNA integration; TR-FRET IN-LEDGF/p75 DNA integration, Eu/Cy5; inhibition, % at 3.7 µM; actives 0.64% (n = 370,000); AID 743269;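 active = inhibition above the screen-wide mean plus 3 SD, cut at about 13% in these data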;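 note: signal is the Cy5 over europium emission ratio at 671 and 618 nm; 0% = plate median of compound wells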
# rCAG RNA binder – molecules binding r(CAG) RNA repeats | r(CAG) RNA repeat, TO-PRO-1 dye displacement fluorescence | inhibition, % at 3 µM | actives 1.3% (n = 370,000);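 active = inhibition above the plate cutoff, the mean of all test compounds on that plate plus 3 SD, cut at about 35% in these data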;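 note: 0% = DMSO alone and 100% = 100 µM mitoxantrone as full dye displacement; higher means more dye released from RNA so lower well fluorescence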
# PRMT1 inh – inhibitors of human PRMT1; Q99873; recombinant PRMT1, activity-based probe fluorescence polarization; inhibition, % at 2.79 µM; actives 1.3% (n = 370,000);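 active = inhibition above about 21% made by adding two undisclosed values, limit read from the data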
# Target sequence (Q99873 whole entry, looked up): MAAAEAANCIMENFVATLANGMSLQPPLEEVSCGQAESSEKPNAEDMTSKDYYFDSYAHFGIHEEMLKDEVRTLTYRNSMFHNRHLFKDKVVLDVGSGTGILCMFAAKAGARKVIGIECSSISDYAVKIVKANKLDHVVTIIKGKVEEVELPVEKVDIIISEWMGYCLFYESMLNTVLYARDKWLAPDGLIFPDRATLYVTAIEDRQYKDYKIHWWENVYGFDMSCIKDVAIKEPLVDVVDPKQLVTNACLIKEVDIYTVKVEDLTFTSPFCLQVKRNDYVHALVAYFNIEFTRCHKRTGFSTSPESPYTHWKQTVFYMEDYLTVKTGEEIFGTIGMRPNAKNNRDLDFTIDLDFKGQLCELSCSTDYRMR
# TCR-CD3 inh – human TCR-CD3 binding inhibition | TAMRA-labeled TCR probe fluorescence, biochemical | inhibition, % at 9.4 µM | actives 0.37% (n = 360,000) | AID 651800; in the data active = inhibition above about 19%;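 note: recombinant mutant TCR 2C K166C tagged with TAMRA read by polarization; 0% = receptor in buffer alone and 100% = receptor with positive control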
# * hit, by the source's call; nt = not tested or not shown. A portion of the library; the hit share may differ from the screen's.
SMILES,PG9 Ab binder,ABHD4 inh,TDP2 absorb,Rev-erbA mod,HTRA1 inhibitor,SIAE inh,LEDGF integ inh,rCAG RNA binder,PRMT1 inh,TCR-CD3 inh
COC(=O)C(C)Sc1nnc(Cc2cc(=O)[nH]c(=O)[nH]2)n1-c1cccc(OC)c1 (configuration not stated),-0.9,3,-2,1,2,-2,3,3,1,2
Cc1ccc(/C=N/NC(=O)c2nnn(-c3nonc3N)c2CN(C)c2ccccc2)s1,-2.5,6,-1,0,34,2,1,8,1,2
CCN(CC)C(=O)[C@H]1C[C@H](CC(=O)NCCN2CCOCC2)C(=O)N2CCc3c([nH]c4cc(-c5ccco5)ccc34)[C@]12C,-0.3,3,2,-5,2,3,0,10,6,-2
Cc1csc(SCC(=O)Nc2ccc3[nH]c(=O)[nH]c3c2)n1,-0.8,3,9,5,5,8,0,1,0,6
COc1ccc2c(c1OC)C(=O)OC2CC(=O)O (configuration not stated),-1.7,5,5,0,12,0,0,0,-4,7
O=C(c1ccc(F)cc1)N1CCCC(C(=O)N2CCc3ccccc3C2)C1 (configuration not stated),0.6,2,4,-2,6,-7,-1,-9,4,-4
O=C(/C=C/c1ccc(Cl)cc1Cl)N1CCN(c2ccccc2[N+](=O)[O-])CC1,-0.4,1,-6,-4,-39,0,2,1,-3,-4
COC(=O)c1ccccc1NC(=O)CN1C(=O)c2ccccc2C1=O,-3.1,3,-9,2,nt,10,1,-1,-3,-1
CC(C)CNC(=O)NC1(C(F)(F)F)Oc2ccccc2O1,1.9,2,8,-5,5,1,-3,-2,2,-5
CC(C)CC(NC(N)=O)C(=O)NCc1ccc(Cl)cc1 (configuration not stated),-1.6,-3,-6,-2,-2,-3,-3,-4,-7,-2
COc1ccc(CNC(=S)NCc2ccc(F)cc2)cc1,-0.3,3,17,1,-8,8,-1,0,-1,2
CC(=O)n1cc(N(C(=O)CCl)c2ccccc2)c2ccccc21,0.3,-4,-1,0,3,-4,-4,-3,12,-6
O=C(N/N=C/c1c[nH]c2ccccc12)c1ccn(Cc2ccc(Cl)cc2Cl)n1,-0.3,8,-4,1,-1,5,-4,4,1,1
CC(C)OC(=O)CSc1nc2c(cc1C#N)CCCCC2,-0.9,-1,-2,15,-3,-5,3,-12,-3,5
CCOC(=O)c1nnn(-c2nonc2N)c1C,0.1,2,6,-1,-8,-1,-2,-2,0,-6
Cc1cc(C(=O)NCCC(C)C)c2ccccc2n1,-2.0,-6,-2,0,-1,-4,-3,-1,-3,4
O=C(C[C@@H]1CC[C@H](NC(=O)Nc2ccc(F)cc2)[C@@H](CO)O1)NCc1cccc(F)c1,0.8,-6,-2,2,nt,1,3,4,-1,-7
CCCn1nc(C(=O)OCC(=O)Nc2ccc(C)cc2)c2ccccc2c1=O,-0.7,-10,-4,3,-5,-9,4,-1,-2,-1
CCN(C(=O)COC(=O)Cc1cccc2ccccc12)C1CCS(=O)(=O)C1 (configuration not stated),2.0,-2,9,6,10,-6,-6,4,4,-7
O=C(N1CCc2ccccc2C1)n1cc(C(O)(c2ccccc2)c2ccccc2)nn1,nt,86*,-6,-4,nt,-10,1,nt,0,nt
CCc1ccc(C2CC(=O)Nc3c2c(=O)nc2c(C)cccn32)cc1 (configuration not stated),-1.9,-4,2,4,6,2,4,0,-4,2
CCCCC(=O)NC(c1cccc([N+](=O)[O-])c1)c1ccc2cccnc2c1O (configuration not stated),-0.3,-8,1,-8,27,6,0,11,-4,-2
Nc1cc(S(=O)(=O)O)cc([N+](=O)[O-])c1O,-7.7,9,50*,6,-1,12,44*,3,19,7
CCC1Sc2ccc(S(=O)(=O)CCC(=O)Nc3ccccc3Br)cc2NC1=O (configuration not stated),0.6,2,-12,-7,-6,2,-5,-1,3,-1
O=C(Nc1nnc(C2CC2)s1)c1ccc(Cl)c(S(=O)(=O)N2CCc3ccccc3C2)c1,0.7,-4,-4,6,-14,-10,-2,8,1,2
O=C(NC1CCCC1)C(C1CC1)n1c(C2CCCC2)nc2ccccc21 (configuration not stated),0.9,1,8,-2,nt,-1,-10,-3,-2,10
Brc1ccc(/C=N/Nc2nncc(-c3ccccc3)n2)o1,-0.4,5,6,-3,nt,5,-2,0,3,-4
COc1ccc(CC(C)N2CCN(c3cccc(C(F)(F)F)c3)CC2)cc1OC (configuration not stated),-1.6,-1,3,0,-3,0,-1,-11,-1,-4
O=C(Nc1nc(-c2cccc3ccccc23)cs1)c1cnccn1,-0.8,-9,-5,-8,6,-13,2,5,-1,3
COc1ccc(S(=O)(=O)N2CCCCC2)cc1NC(=O)c1cnc(C)cn1,0.8,2,11,4,5,6,1,0,0,-7
O=C(N/N=C/c1ccccc1F)NC12CC3CC(CC(C3)C1)C2,-1.0,-8,-22,7,-7,-1,5,-4,-3,-10
CCOC(=O)c1ccc(NC(=O)CSc2nc3c(c(=O)n2CC)SC(C)C3)cc1 (configuration not stated),-2.7,3,8,-1,-14,-4,2,2,-1,4
Cc1nc(-c2coc3cc(C)c(N=O)c(O)c3/c2=N\N)cs1,-0.3,-3,9,2,3,-1,-1,0,7,-1
NC(=S)NN=Cc1nccc2ccccc12,-1.4,29,-5,4,21,-2,1,5,-3,-5
Cc1c(OCC(=O)NC2CC(C)(C)NC(C)(C)C2)ccc2c1oc(=O)c1ccccc12,0.6,4,4,0,3,4,-1,9,2,4
CCCN1CCC(=O)N(CCSc2ccc(C)cc2)CC1,1.5,1,-9,-4,0,9,-1,-9,-1,11
Cc1ccc(C(=O)n2c3ccccc3c3ccccc32)cc1,-0.3,-1,16,2,-2,-2,1,3,1,3
CCn1c(SC(C)C(=O)NCC2CCCO2)nc2ccccc21 (configuration not stated),0.0,-2,10,4,0,-2,4,0,-3,-5
CN1C=Nc2c(ncn2C2CCC(CO)O2)C1O (configuration not stated),-0.6,-4,3,0,nt,-8,4,2,-4,-5
Cc1ccc(S(=O)(=O)N2[C@H](c3cccc(Cl)c3)CC(=O)[C@@H]3CN(S(=O)(=O)c4ccccc4C)[C@H](c4ccc(Cl)cc4)C[C@@H]32)cc1,-1.2,-13,-2,-4,-25,-15,2,18,-2,-2
O=C(CN(C(=O)CCC(=O)Nc1nccs1)c1cccc(C(F)(F)F)c1)NCC1CCCO1 (configuration not stated),-0.8,-1,5,2,2,-3,0,-8,-3,-4
Brc1ccc(-c2csc(N3CCc4ccccc4C3)n2)cc1,-0.2,3,-7,-1,-9,-2,1,4,-1,9
O=C(c1cc2cc(Cl)ccc2o1)N1CCCCCC1,3.0,-4,10,-10,-5,-7,-1,-4,3,3
COc1cccc(C(c2nnnn2Cc2ccco2)N2CCN(c3cccc(C)c3C)CC2)c1OC (configuration not stated),0.7,-8,3,-2,-26,0,-3,1,-1,0
CCOC(=O)c1sc(NC(=O)CNC(=O)Cn2cnc3sc(C)c(C)c3c2=O)nc1C,-1.1,-2,3,-6,6,0,-4,4,-1,11
Cc1[nH]nc(SCC(=O)N2CCCC2)c1[N+](=O)[O-],-0.7,0,-4,1,1,2,-3,0,1,-4
C=CC[C@H](CC(=O)NCCO)C(=O)N[C@@H](COC(=O)[C@@H](CC=C)Cc1ccc(F)cc1)Cc1c[nH]c2ccccc12,-0.6,3,-2,-3,-18,5,-2,-7,-3,-4
Cc1ccc(S(=O)(=O)N2CCOCC2)cc1C(=O)N1CCC(Cc2ccccc2)CC1,-1.2,-2,-9,-2,8,-9,0,0,-6,0
C=CCNC(=O)C1CCN(S(=O)(=O)c2ccc3ccccc3c2)CC1,-0.7,4,-12,2,-2,-6,-2,0,-1,5
CCc1ccc(S(=O)(=O)NCCc2cn3cccc(C)c3n2)s1,0.3,-11,-1,-2,-1,-2,-3,-4,4,-12
CCC(C)[C@H](NC(=O)N1CC(=O)Nc2ccccc21)C(=O)Nc1ccccc1C (some centres not stated),1.3,-14,-15,-1,-9,5,-1,-2,5,-2
Cc1ccc(-c2nc3ccccn3c2NCc2ccc3c(c2)OCO3)cc1,-1.5,18,-9,-2,5,-1,2,0,0,-7
COc1cccc(C2=CC(c3ccc(N(C)C)cc3)n3nnnc3N2)c1 (configuration not stated),-0.9,7,-3,-1,2,1,2,2,-4,0
